# DT40 TDP1 CPT – growth inhibition of DT40 Tdp1-/-;hTDP1 cells with camptothecin (screen for TDP1 inhibitors); chicken DT40 Tdp1-/-;hTDP1 cells + 20 nM CPT, ATP luminescence, 48 h; Potency, µM (series often up to 46.2 µM), for the others: top-dose activity change, negative = growth inhibition, most hits filed as inhibitors; 420,000 tested, 12% active; also: nearly all actives have a fitted effect of over 55% in size
#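 Chicken DT40 Tdp1-/- cells complemented with human TDP1, 400 cells/well, exposed to compounds plus 20 nM camptothecin for at least 48 h at 37 C; viability read as ATP content by CellTiter-Glo luminescence.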
# GCN5L2 inh – GCN5L2 (KAT2A) acetyltransferase inhibition. AID 504327. 390,000 tested, 0.21% active. Potency, µM (titrated, usually from 58.9 µM), for the others: at the highest dose activity change, negative = inhibition, usual class: inhibitors. GCN5L2 HAT assay, ThioGlo1 CoA-SH fluorescence. Q92830
#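 Fluorescence readout, Ex340nm/Em540nm: ThioGlo1 (50uM final) reacts with free CoA thiol released as 20nM GCN5L2 acetylates H3(1-25) peptide (75uM) using acetyl-CoA (70uM). Compound and enzyme sat 15 min beforehand; 20 min room-temperature reaction.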
# FEN1 inh – blocks human flap endonuclease 1; P39748; Recombinant FEN1 flap cleavage, fluorescence, 15 min; Potency, µM (series often up to 114 µM), without a hit: top-dose activity change, negative = inhibition, usual class: inhibitors; 390,000 tested, 0.35% active; AID 588795; also: nearly all actives have a fitted effect of over 65% in size
# Target sequence (P39748 whole entry, looked up): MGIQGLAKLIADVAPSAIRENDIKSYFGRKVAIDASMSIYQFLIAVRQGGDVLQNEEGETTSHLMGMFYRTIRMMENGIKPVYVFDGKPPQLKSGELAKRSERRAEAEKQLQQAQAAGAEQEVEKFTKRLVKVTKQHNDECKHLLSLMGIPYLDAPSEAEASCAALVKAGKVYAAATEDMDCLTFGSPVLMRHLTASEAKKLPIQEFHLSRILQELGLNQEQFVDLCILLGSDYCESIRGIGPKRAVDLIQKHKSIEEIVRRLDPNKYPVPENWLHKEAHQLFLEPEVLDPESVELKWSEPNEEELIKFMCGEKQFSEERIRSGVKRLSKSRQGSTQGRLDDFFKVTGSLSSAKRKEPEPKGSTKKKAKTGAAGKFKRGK
#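 FEN1 at 10 nM preincubated with compounds 15 min at room temperature, then flap DNA substrate added at 50 nM final. Signal read at 0 and 15 min; concentration-response fitted with four-parameter Hill equation.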
# * = called active by the depositor; ? = inconclusive; . = not tested or not shown; & = joins results of further samples; [ ] = another dose, or the depositor's remark. Calls follow the shape of the dose curve; as a rule, active = well fitted curve in the direction sought with a large enough effect; inconclusive = small, poorly fitted or top-dose-only effect, or another doubt; inactive = no such curve, though single readings can be large; an effect the other way counts as inactive or inconclusive. % is scaled to controls: 0 for no effect and ±100 for the full control effect; potency is read from the fitted curve at half-maximal effect. These rows are one share of the data, so the mix of outcomes need not match the whole.
# Below each SMILES: DT40 TDP1 CPT	GCN5L2 inh	FEN1 inh
CCC1CCCCN1C(=O)Cn1c(=O)n(CCCCCC(=O)NCc2ccccc2Cl)c(=O)c2sccc21 (configuration not stated)
  ?	-1%	-20%
CC(C)(C)OC(=O)N1CCC(c2nnc(SCc3ccccc3Cl)o2)CC1
  .	-9%	-14%
O=C(NCC1CCCCC1)c1cc(S(=O)(=O)N2CCCCC2)ccc1N1CCOCC1
  -24%	-5%	-1%
COc1cccc(C2C=C(c3ccc(C)cc3)Nc3c(C(=O)Nc4ccc(F)cc4)cnn32)c1OC (configuration not stated)
  ?	-5%	1%
Cc1ccccc1Cn1c(=O)n(CC2CCC(C(=O)N3CCOCC3)CC2)c(=O)c2sccc21 (configuration not stated)
  ?	-17%	15%
Cc1ccc(C2(C)NC(=O)N(CC(=O)NC3CCCCC3)C2=O)cc1 (configuration not stated)
  0%	-10%	-2%
CCc1ccc(C(O)(CNCc2ccccc2)c2ccccc2)cc1 (configuration not stated)
  23µM*	-3%	3%
Cc1ccc(CC(CC(=O)O)C(=O)Nc2ccc(Cl)cc2)cc1 (configuration not stated)
  3%	-2%	0%
CCCNC(=O)c1c(O)c2cccc3c2n(c1=O)CCC3
  -2%	32%	12%
O=C1CCCc2oc3c(cc(NS(=O)(=O)c4ccc5c6c(cccc46)C(=O)N5)c4ccccc43)c21
  ?	-14%	-16%
O=C1C=C(c2ccccc2)OC(c2ccccc2)O1 (configuration not stated)
  12%	2%	2%
COc1ccc(C2c3c(oc4cc(C)cc(C)c4c3=O)C(=O)N2Cc2ccco2)cc1OC (configuration not stated)
  0%	-1%	14%
COc1ccc(CCN(Cc2cc3cc(C)c(C)cc3nc2Cl)C(=O)C2CC2)cc1
  26µM*	-10%	-5%
CCOC(=O)c1cncc(C#CCOC(=O)Nc2ccc(OC(F)(F)F)cc2)c1
  -10%	-7%	2%
Cc1ccc(NC(=S)NNc2ccc([N+](=O)[O-])cc2S(=O)(=O)Nc2ccccc2C(=O)O)cc1C
  ?	?	-20%
Cc1ccc(-n2ncc(C(=O)NCc3cccs3)c2C2CCN(C(=O)OC(C)(C)C)CC2)c(C)c1
  ?	-20%	-8%
CC(C)(C)c1ccc(Cn2cnc(-c3ccc([N+](=O)[O-])cc3)c2)cc1
  23µM*	-3%	-15%
COc1ccc(-c2nc(-c3ccccc3)nc(Cl)c2C#N)cc1
  ?	-1%	0%
CCN(CC)C(=O)c1cc(-c2ccccc2OC)on1
  -2%	-17%	-3%
CC1(C(=O)NCc2cccnc2)CCC(=O)N1Cc1cccs1 (configuration not stated)
  14%	3%	-8%
CCCc1nn2c(=O)cc(CSCC(=O)Nc3ccc(F)cc3)nc2s1
  -5%	-3%	-1%
CSCCC1NC2(C(=O)Nc3ccc(Cl)cc32)[C@@H]2C(=O)N(C3CCCC3)C(=O)[C@H]12 (some centres not stated)
  ?	-6%	-14%
COCCn1c(=O)cnc2cnc(Oc3ccccc3)nc21
  ?	-10%	.
Cc1cc(C)c(NC(=O)Cn2nnc(-c3ccccc3)n2)c(C)c1
  .	-1%	2%
CCC(=O)c1ccc(OCc2ccc(C#N)cc2)cc1
  -1%	-5%	2%
COc1cccc(C(=O)CSc2nnc(COc3cccc4cccnc34)o2)c1
  3.7µM*	-8%	1%
COc1cccc(N(C(=O)Cn2nnc(-c3cccs3)n2)C(C(=O)NC(C)C)c2ccc(C)o2)c1 (configuration not stated)
  -15%	-2%	8%
COc1ccc(C(=O)NCc2nnc(SCC(=O)NCc3ccco3)o2)cc1
  1%	0%	-4%
COc1ccc2c(Sc3ccccc3)c(C(=O)NCC(C)c3ccccc3)[nH]c2c1 (configuration not stated)
  ?	-2%	-13%
COc1ccc(/C=N/n2c(-c3ccc(C)cc3)n[nH]c2=S)cc1OC
  ?	-6%	-6%

# Arranged by SMILES length (highest first): part of the list above
# Below each SMILES: DT40 TDP1 CPT	GCN5L2 inh	FEN1 inh
CC(C)(C)c1ccc(Cn2cnc(-c3ccc([N+](=O)[O-])cc3)c2)cc1
  23µM*	-3%	-15%
CCCc1nn2c(=O)cc(CSCC(=O)Nc3ccc(F)cc3)nc2s1
  -5%	-3%	-1%
COc1ccc(-c2nc(-c3ccccc3)nc(Cl)c2C#N)cc1
  ?	-1%	0%

# Compound profiles, as listed above.
# CCCc1nn2c(=O)cc(CSCC(=O)Nc3ccc(F)cc3)nc2s1 is entered as DT40 TDP1 CPT = -5%; GCN5L2 inh = -3%; FEN1 inh = -1%
# COCCn1c(=O)cnc2cnc(Oc3ccccc3)nc21 is entered as DT40 TDP1 CPT = ?; GCN5L2 inh = -10%; FEN1 inh = .

# Following part
# Below each SMILES: DT40 TDP1 CPT	GCN5L2 inh	FEN1 inh
CC(C)(C)n1ncc2c(=O)n(Cc3ccccc3Br)cnc21
  .	4%	-1%
NS(=O)(=O)c1ccc(CCNC(=O)C2(S(=O)(=O)c3ccc(Cl)cc3)CC2)cc1
  20%	-7%	-8%
CN(c1ccc(O)cc1)S(=O)(=O)c1ccc2ccccc2c1
  12%	-9%	-9%
CC(CN1CCN(C/C=C/c2ccccc2)CC1)c1ccccc1 (configuration not stated)
  -7%	-4%	2%
COc1cc(NC(=O)COc2cc(O)c3c(c2)OC(C)(C)CC3=O)cc(OC)c1OC
  0.46µM*	-22%	-1%
COc1ccc(-c2coc3cc(O)ccc3c2=O)cc1OC
  0%	-4%	-7%
CC1(C)CC(=O)C=C(Nc2cc(-c3ccccc3)[nH]n2)C1
  -14%	-6%	-2%
CC(=O)c1c(C(C)=O)c(C)n(Cc2ccc3c(c2)OCO3)c1C
  ?	0%	7%
Cc1cnc(C(=O)N2CCCC(C(=O)c3cccc(OC(C)C)c3)C2)cn1 (configuration not stated)
  ?	?	5%
CN(C)S(=O)(=O)c1cc(NC(=O)CSc2nn(-c3ccc(Cl)cc3)c(=S)s2)ccc1Cl
  ?	-9%	-13%
CC(C)CNC(=O)c1cccc(NC(=O)C(C)Oc2ccccc2)c1 (configuration not stated)
  -25%	-14%	0%
Cc1cc(C)c2nc(N(CCCN(C)C)C(=O)c3ccc(S(=O)(=O)N4CCCCCC4)cc3)sc2c1
  ?	1%	-3%
CCCN(CCC)S(=O)(=O)c1ccc(C(=O)OCCN2C(=O)c3cccc4c(N5CCOCC5)ccc(c34)C2=O)cc1
  ?	-24%	-6%
CC(C)c1ccc(NC(=O)CN(C)S(=O)(=O)c2ccc3c(c2)c(=O)n(C)c(=O)n3C)cc1
  ?	-2%	-33%
COc1ccc(OC)c2[nH]c(=O)c(CCNC(=O)CC(C)C)cc12
  9%	-2%	-12%
C=CCSc1nc2ccccc2c2nc(-c3ccccc3)nn12
  -11%	-1%	3%
COC(=O)c1c(C(=O)OC)c(-c2cccc(C)c2)n2c1CS(=O)C2 (configuration not stated)
  7%	2%	8%
COc1cc(/C=N/NC(=O)c2cccnc2)ccc1OS(=O)(=O)c1cc(C)ccc1C
  ?	-5%	-21%
COc1ccc(N/N=C/c2c(C(=O)O)ccc3ccccc23)cc1
  2.6µM*	-8%	-4%
COc1cc2c(cc1OC)-c1cc(NC3CCCCC3)nc(=O)n1CC2
  -3%	-5%	-12%
COc1ccc(-c2csc(NC(=O)c3c(C)noc3C)n2)cc1
  15µM*	-3%	-9%
COc1ccc(CNC(=O)c2c(O)c3ccccc3n(C)c2=O)cc1OC
  -16%	-2%	-1%
CC(=O)Nc1ccc(NC(=O)C(C)NC(C)c2cccc3ccccc23)cc1 (configuration not stated)
  6%	1%	2%
O=C(NCCc1cccc(F)c1)C1CCN(S(=O)(=O)c2ccc(F)cc2)CC1
  -1%	2%	-11%
CCN(CC)CC(=O)N1N=C(c2cccs2)CC1c1ccco1 (configuration not stated)
  4%	-4%	-1%
CC(=Nc1ccccc1C(F)(F)F)c1ccncc1
  1%	-17%	-3%
O=C(NCc1cccs1)c1ccc(N2CCCC2=O)cc1
  -4%	-9%	2%
CS(=O)(=O)c1ccc(CNC(=O)[C@]2(C(F)(F)F)C[C@H](CCc3ccccc3)CCCO2)cc1
  ?	.	?
COc1ccc(C2(CNC(=O)c3cc(OC)c(OC)c(OC)c3)CCCC2)cc1OC
  ?	.	-1%
CN(C)S(=O)(=O)c1ccc2nc(NC(=O)c3cccs3)sc2c1
  ?	-9%	-3%
CCOC(=O)c1cc(-c2ccccc2)n(CCCC(=O)Nc2cccc(C)c2)c1C
  16µM*	-12%	-11%
CCc1ccc2[nH]c(=O)c(CN(CCN(C)C)C(=O)Nc3ccccc3)cc2c1
  ?	-4%	-7%
COc1ccc(N(CC(=O)NCC(C)C)S(=O)(=O)c2ccccc2)cc1
  -17%	-5%	6%
CCc1nnc(NC(=O)c2ccc(COc3ccccc3)o2)s1
  0%	-4%	-2%
CCc1ccc(C(=O)NNc2cc(Cl)ccc2Cl)cc1
  ?	-5%	0%
CC1(C)CC(NC(=S)NC(=O)c2cc(Br)ccc2Cl)CC(C)(C)N1
  -12%	-5%	-8%
CN(C)C(=O)c1cn(-c2ccccc2)c(=O)c2ccccc12
  4%	-4%	-13%
O=C(COC(=O)/C=C/c1ccc(F)cc1)NC1CCCC1
  1%	0%	-2%
Cc1c(Cl)cccc1Nc1ncccc1C(=O)O
  ?	-4%&-5%	9%&-4%
Cc1ccc(CNC(=O)C2CCCN(S(=O)(=O)c3c(C)noc3/C=C/N(C)C)C2)cc1 (configuration not stated)
  ?	-13%	-15%
O=C(Nc1ccccc1)OCC1COC(c2ccccc2)(c2ccccc2)O1 (configuration not stated)
  1%	.	-22%
O=C(Nc1cccc(Cl)c1)OCCOC(=O)Nc1cccc(Cl)c1
  ?	.	-29%
C[n+]1cc(-c2ccccc2)oc1-c1ccccc1
  0%	-2%	-3%
c1cc(CNCCCN2CCOCC2)ccn1
  -5%	-4%	12%
O=C(NCC1COc2ccccc2O1)c1ccc(NC(=O)C2CCCO2)cc1 (configuration not stated)
  -12%	-2%	6%

# Structural class: the entries above containing a tert-butyl group.
# Below each SMILES: DT40 TDP1 CPT	GCN5L2 inh	FEN1 inh
CC(C)(C)OC(=O)N1CCC(c2nnc(SCc3ccccc3Cl)o2)CC1
  .	-9%	-14%
Cc1ccc(-n2ncc(C(=O)NCc3cccs3)c2C2CCN(C(=O)OC(C)(C)C)CC2)c(C)c1
  ?	-20%	-8%
CC(C)(C)c1ccc(Cn2cnc(-c3ccc([N+](=O)[O-])cc3)c2)cc1
  23µM*	-3%	-15%
CC(C)(C)n1ncc2c(=O)n(Cc3ccccc3Br)cnc21
  .	4%	-1%

# (further entries)
# Below each SMILES: DT40 TDP1 CPT	GCN5L2 inh	FEN1 inh
S=C(Nc1ccc(Oc2ccccc2)cc1)N1CCOCC1
  9%	-19%	4%
Cc1cc(C)c(NC(=O)CNC(=O)COC(=O)Cc2ccccc2C)c(C)c1
  -7%	-1%	16%
COc1ccc(OC)c(S(=O)(=O)NCc2ccccc2)c1
  -22%	-4%	-7%
COc1ccc(C)cc1NC(=O)CSc1nnc2ccc(-c3cccnc3)nn12
  1%	0%	0%
Cc1ccccc1NC(=O)c1cc(=O)c2ccccc2o1
  -24%	-10%	13%
Cc1cccc(OCC(=O)Nc2ccc(C(=O)O)cc2NC(=O)COc2cccc(C)c2)c1
  -9%	-5%	-2%
CCOc1c2ccc(C(=O)NC3CCCc4ccccc43)cc2nn1C (configuration not stated)
  -27%	32%[activator]	19%
COc1ccc2cc(C(=O)C3CCCN(C(=O)C4=NN(C)C(=O)CC4)C3)ccc2c1 (configuration not stated)
  -26%	-6%	21%
Cc1ccc(/C=C/C(=O)NCc2cccs2)c(C)c1
  -14%	-3%	4%
COc1ccc(NC(=O)CSc2ccc3nc(-c4ccccc4)cn3n2)cc1OC
  -21%	-12%	14%
O=C(COC(=O)CCC(=O)c1ccccc1)NCCc1ccccc1
  -24%	-15%	46%
COc1ccc(CN(C)S(=O)(=O)c2nnc(NC(=O)c3cccc(F)c3)s2)cc1OC
  ?	-10%	14%
C=CCCC(=O)N1CCCC(C(=O)c2cccc(OC)c2)C1 (configuration not stated)
  -19%	-4%	2%

# Screens from PubChem BioAssay.
